Screening results (PubChem BioAssay)
GAA inh: inhibitors of human lysosomal alpha-glucosidase | P10253 | purified human GAA, 4-MU-alpha-glucoside fluorescence | Potency, µM (series often up to 76.9 µM), inactives show top-dose activity change, negative = inhibition, usual class: inhibitors | hit rate 0.005% among 200,000 | AID 1466;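 note: plate controls were uninhibited enzyme wells for no effect and no-enzyme background for full effect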
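Compounds are titrated up to 77 uM against 4 nM human enzyme. Substrate 4-methylumbelliferyl-alpha-D-pyranoside (400 uM) reacts 20 min at room temperature in pH 5.0 buffer; liberated 4-methylumbelliferone is read at 440 nm.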
GAA spleen mod: lysosomal alpha-glucosidase (human) modulation. P10253. human spleen homogenate, 4-MU-alpha-glucoside fluorescence. Potency, µM (doses to about 79.9 µM), without a hit: top-dose activity change, negative = inhibition, hits mostly inhibitors. hit rate 0.006% among 240,000;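 note: 0% = enzyme with vehicle and -100% = no enzyme basal signal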
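Enzyme source: human spleen homogenate, 1 ug/well. Buffer 50 mM citric acid/K phosphate pH 5.0, 0.01% Tween-20. 4-MU-alpha-glucoside 1 mM; 37 C x 40 min; NaOH/glycine stop; fluorescence.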
TexasRed fluor: counter-screen for TRb-SRC2 inhibitors: fluorescence interference | TRb/SRC2 Texas Red total fluorescence interference | Potency, µM (top dose mostly 106 µM), for inactives: top-dose fluorescence change, negative = quenching | hit rate 0.29% among 280,000; active = well fitted curve in either direction with a large enough effect; inconclusive = small, poorly fitted or top-dose-only effect
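Human TRb ligand-binding domain at 0.6 uM with 20 nM Texas Red SRC2 peptide in Tris buffer containing 1 uM T3 and 5% DMSO, incubated with compound 5 h at ambient temperature. Total fluorescence (555/632 nm) calculated as parallel + 2 × perpendicular.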
L3MBTL1 block: inhibitors of human L3MBTL1 | Potency, µM (series often up to 57.1 µM), for inactives: top-dose activity, negative = inhibition, hits mostly inhibitors | Q9Y468 | hit rate 0.66% among 230,000 | AlphaScreen L3MBTL1–H3K9me1 peptide binding | AID 485360; note: nearly all actives have a fitted effect of over 60% in size
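AlphaScreen proximity signal between nickel-chelate acceptor and streptavidin donor beads (final 10 ug/mL) reports binding of 50 nM L3MBTL1 to 75 nM biotin-H3 K9me1 peptide; complex incubated with compounds 30 min at room temperature; cefsulodin titration as control.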
GAA glycogen: GAA glycogen-cleavage inhibition or activation; P10253; recombinant GAA, glycogen substrate, Amplex Red glucose oxidase fluorescence; Potency, µM (highest dose often 76.4 µM), for the others: top-dose activity change, negative = inhibition, usual class: inhibitors; hit rate 0.38% among 300,000;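 note: 0% = full enzyme reaction and -100% = no-enzyme basal signal; the screen sought inhibitors and activators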
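Recombinant human alpha-glucosidase (4 nM final) hydrolysed bovine liver glycogen (30 ug) for 40 min at 37 C in pH 5.0 citrate/phosphate with 0.01% Tween-20. Released glucose detected by glucose oxidase/Amplex Red, Ex 573/Em 610 nm. Compounds up to 77 uM; AC50 from Hill fits.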
TRb SRC2 PPI: TRbeta-SRC2 interaction inhibition; hit rate 0.065% among 280,000; Potency, µM (highest dose often 106 µM), for the others: at the top dose activity change, negative = inhibition, hits mostly inhibitors; TRbeta-SRC2 peptide binding, fluorescence polarization; receptor liganded with 1 µM T3;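 note: plate controls were bound peptide for no effect and peptide without receptor for full effect; nearly all actives have a fitted effect of over 50% in size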
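Fluorescence polarization of 20 nM Texas Red SRC2 peptide (20-aa NR interaction domain) bound to 0.6 uM human TRb ligand-binding domain, with 1 uM T3, after 5 hr at ambient temperature; inhibition seen as decreased polarization.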
RGS12 GoLoco inh: inhibitors of human Gai1-RGS12 GoLoco interaction (red fluorophore). Gai1:RGS12 GoLoco peptide FP, rhodamine, 10 min. hit rate 0.44% among 230,000. Potency, µM (titrated, usually from 61.6 µM), without a hit: at the highest dose activity, negative = inhibition, usual class: inhibitors. P63096. AID 880; active = well fitted inhibition curve with a large enough effect, not every such curve was filed as active; inactive = no such curve, though single readings can be large or run the other way; note: nearly all actives have a fitted effect of over 30% in size; many of its hits are not listed in these tables
Target sequence (P63096 whole entry, looked up): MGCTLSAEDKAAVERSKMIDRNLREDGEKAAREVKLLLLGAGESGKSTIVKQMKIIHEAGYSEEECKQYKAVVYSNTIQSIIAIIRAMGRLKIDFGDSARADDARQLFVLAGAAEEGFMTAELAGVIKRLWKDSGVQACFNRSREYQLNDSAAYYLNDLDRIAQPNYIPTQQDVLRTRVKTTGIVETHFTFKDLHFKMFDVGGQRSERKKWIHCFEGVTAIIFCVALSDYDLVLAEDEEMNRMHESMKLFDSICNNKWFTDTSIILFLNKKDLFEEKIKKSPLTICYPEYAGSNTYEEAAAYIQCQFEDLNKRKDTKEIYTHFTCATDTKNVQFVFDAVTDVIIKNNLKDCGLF
RECQ1 helicase: RECQ1 (human) helicase inhibition; P46063; RECQ1 DNA unwinding, red fluorescence kinetic read; Potency, µM (highest dose often 57.3 µM), inactives show top-dose activity, negative = inhibition, hits mostly inhibitors; hit rate 0.54% among 240,000;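 note: plate controls were vehicle for no effect and no enzyme for full effect; nearly all actives have a fitted effect of over 30% in size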
Target sequence (P46063 whole entry, looked up): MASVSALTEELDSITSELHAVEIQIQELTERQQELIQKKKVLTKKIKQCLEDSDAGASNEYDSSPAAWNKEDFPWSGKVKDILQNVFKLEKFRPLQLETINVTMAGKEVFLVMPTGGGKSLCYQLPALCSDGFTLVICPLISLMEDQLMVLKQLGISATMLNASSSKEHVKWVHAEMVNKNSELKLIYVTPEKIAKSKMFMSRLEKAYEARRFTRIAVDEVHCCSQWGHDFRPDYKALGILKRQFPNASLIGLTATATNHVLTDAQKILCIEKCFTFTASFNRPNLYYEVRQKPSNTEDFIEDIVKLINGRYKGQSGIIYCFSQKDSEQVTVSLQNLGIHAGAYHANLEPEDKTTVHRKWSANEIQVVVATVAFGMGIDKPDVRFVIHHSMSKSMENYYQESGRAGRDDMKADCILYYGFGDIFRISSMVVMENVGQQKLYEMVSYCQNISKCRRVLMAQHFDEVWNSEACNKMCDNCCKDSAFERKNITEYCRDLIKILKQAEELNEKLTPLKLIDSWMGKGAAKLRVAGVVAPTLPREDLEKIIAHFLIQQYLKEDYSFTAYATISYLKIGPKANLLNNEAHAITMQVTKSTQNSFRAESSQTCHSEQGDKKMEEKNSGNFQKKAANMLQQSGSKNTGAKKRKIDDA
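RECQ1T1 50 nM; forked duplex (20 bp + 30-nt ss tails) 200 nM, ATP 2 mM final; pH 8.0, 2 mM MgCl2, 2.5 ug/ml poly(dI-dC); 15 min compound preincubation; discontinuous kinetic read over 2 h at RT.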
* hit, by the source's call; i = inactive; u = inconclusive; x = not tested or not shown; & = joins results of further samples; [ ] = dose if it differs, or a comment. Unless noted, calls come from the whole dose curve; as a rule, active = well fitted curve in the direction sought with a large enough effect; inconclusive = small, poorly fitted or top-dose-only effect, or another doubt; inactive = no such curve, though single readings can be large; an effect the other way counts as inactive or inconclusive. Unless noted, % is set by controls: 0 for no effect and ±100 for the full control effect; potency is the fitted concentration of half-maximal effect. An excerpt; rates above refer to the full screens.

SMILES | GAA inh | GAA spleen mod | TexasRed fluor | L3MBTL1 block | GAA glycogen | TRb SRC2 PPI | RGS12 GoLoco inh | RECQ1 helicase
O=C(NC1CCN(Cc2ccccc2)CC1)C1CCCN(S(=O)(=O)c2cccc3nonc23)C1 (stereo unspecified) | -3.9% | 3.6% | -1.1% | x | -9.8% | 2.6% | -4.3% | i
CC(=O)N1C(=O)N(C)C2C1N(C)C(=O)N2C(C)=O (stereo unspecified) | 2.7% | -11.1% | 0.5% | 12.0% | 4.4% | -13.3% | 5.5% | 1.1%
CCOC(=O)c1cccc(NC(=O)CN(c2ccc(C)cc2)S(=O)(=O)c2c(C)n[nH]c2C)c1 | -7.4% | -2.6% | -0.3% | -4.4% | -12.4% | 1.9% | 3.2% | -2.7%
O=C(COC(=O)C1CC(=O)N(c2ccc3c(c2)OCCO3)C1)NC1CCCc2ccccc21 (stereo unspecified) | -1.0% | -2.9% | -1.1% | -0.6% | 3.7% | 2.4% | 5.9% | 18.9%
CCc1cccc(CC)c1NC(=S)NCC(c1cccnc1)N1CCOCC1 (stereo unspecified) | 0.0% | -1.1% | -0.5% | 1.1% | -7.1% | 0.7% | 5.9% | -2.8%
O=C(CSc1cn(Cc2ccccc2)c2ccccc12)N1CCOCC1 | 1.8% | -4.2% | 0.6% | -15.0% | -13.8% | -1.4% | 3.1% | i
COc1ccccc1-c1noc(CCC(=O)Nc2cccc(C)c2)n1 | 0.3% | -6.6% | -1.6% | 4.0% | 1.0% | 0.3% | -2.2% | 7.9%
COC(=O)c1c(NC(NC(=O)c2ccccc2)(C(F)(F)F)C(F)(F)F)sc2c1CCN(C)C2 | -5.4% | -1.3% | -1.8% | u | 5.0% | 0.4% | 5.1% | -2.3%
CC(=O)Nc1coc2ccc(Br)cc12 | 1.4% | -0.2% | -3.8% | 1.1% | 1.3% | 4.8% | -5.9% | i
OC1CCCN(Cc2nc(Cc3ccccc3Cl)no2)C1 (stereo unspecified) | 7.4% | 2.4% | -1.1%[53 µM] | -8.6% | 7.4% | 5.4%[53 µM] | -8.4% | i
CN(C)c1nc(Nc2ccccc2)nc(N(C)C)n1 | -6.9% | -20.6% | -2.9% | -4.4% | -16.9% | 3.5% | -12.4% | i
CC(=O)c1ccc(NC(=O)C(C)OC(=O)COc2ccc(C#N)cc2)cc1 (stereo unspecified) | -1.9% | -0.2% | -6.8% | 4.6% | 6.8% | -1.0% | x | -3.0%
CC(=O)C(Sc1nn(C)c(=S)s1)C(=O)Nc1ccccc1 (stereo unspecified) | -6.9% | -3.7% | -1.4% | 1.1% | -6.1% | 3.0% | -22.1% | -1.5%
CN1CCN(c2ccc(Cl)cc2NC(=O)/C=C/c2ccc(F)cc2)CC1 | -8.5% | 0.4% | -0.4% | -24.1% | 0.8% | -2.3% | 7.4% | -18.6%
O=C(O)CN1CCN(Cc2ccc(F)cc2Cl)C1=O | -1.7%[15.4 µM] | 5.4% | -8.6% | -1.7% | -12.7% | -5.2% | 16.5% | -11.8%
COc1ccc(-n2c(Cc3cccn3C)nnc2SCC(=O)Nc2ccccc2F)cc1 | 0.2% | -9.2% | 1.0% | u | -0.6% | -0.9% | 4.5% | u
C#CCOCCOCCOCCNc1nc(N2CCOCC2)nc(N2CCN(C(=O)[C@H](Cc3cc4ccccc4[nH]3)n3cc([C@@H](N)Cc4ccc(O)cc4)nn3)CC2)n1 | x | -3.7% | 0.6% | -16.9% | 13.0% | -8.9% | 5.1% | -2.9%
Cc1ccc(C(=O)Nc2ccc(N3CCN(S(C)(=O)=O)CC3)cc2)cc1C | -6.9% | -3.9% | u | -2.3% | 2.3% | 12.2% | 17.5% | -14.7%
COc1ccccc1S(=O)(=O)Nc1cc(S(=O)(=O)N2CCCCC2)ccc1N1CCOCC1 | -3.8% | 0.7% | -4.1% | 3.9% | 20.9% | 4.5% | 5.8% | i
CCN(CC)CCCC(C)n1c(-c2ccccc2)nc2c(NCCOC)nc(C)nc21 (stereo unspecified) | x | 2.4% | -0.5% | x | x | 2.1% | -0.8% | -4.5%
Cc1cc(NC(=O)c2ccco2)ncc1NC(=O)CCc1ccccc1 | -3.0% | -0.1% | -3.0% | 0.9% | -11.6% | -5.1% | 7.0% | i
O=C(NCc1ccccc1Cl)c1ccccc1Oc1ccccc1 | 2.1% | -3.2% | -0.3% | 35.4%[activator] | -6.4% | 3.1% | -15.6% | -21.0%
COC(=O)N1C/C=C\C(c2ccc(OC)cc2)N(Cc2ccc(F)cc2)C(=O)C1 (stereo unspecified) | x | 3.2%&-7.3% | -0.7%&2.9% | x | 9.2% | -4.6%&10.4% | -4.8% | 14.1%
c1ccc(CNCC2COc3ccccc3O2)cc1 (stereo unspecified) | 1.7% | -5.3% | 1.0% | 11.0% | 3.0% | -10.1% | 3.4% | -0.3%
CCC(C)NC(=S)NNC(=O)c1ccncc1 (stereo unspecified) | 0.2% | -7.7% | 0.5% | x | -24.4% | -7.0% | -20.9% | -5.3%
O=C(NCCN1CCc2ccccc2C1)Nc1ccc([N+](=O)[O-])cc1 | -7.9% | -3.8% | 0.0% | x | u | 1.1% | 0.2% | i
Cc1cc(NC(=O)c2ccc3c(c2)OCCO3)no1 | -10.4% | -1.3% | 0.8% | -2.0% | -3.3% | -0.4% | 3.3% | -15.4%
CCn1c(N2CCN(C(=O)NC3CCCCC3)CC2)nc2ccccc21 | 0.9% | -1.2% | -4.3% | -0.7% | 3.4% | -20.1% | 7.2% | -1.9%
CS(=O)(=O)N1CCC(C(=O)Nc2cccc([N+](=O)[O-])c2)CC1 | -0.3% | -4.6% | -1.7% | -10.8%[2.29 µM] | 1.2% | -4.9% | -4.3% | i
O=C1NC(c2ccc(Cl)cc2)Nc2ccccc21 (stereo unspecified) | 11.7% | 6.9% | -0.3% | -18.6% | 5.9% | -7.3% | -15.7% | 9.4%
CCc1ccc(C(=O)NNc2cc(Cl)cc(Cl)c2)cc1 | -7.0%[15.4 µM] | -1.0% | -1.2% | 12.5% | u | 4.3% | -2.5% | i
Cc1sc2c(c1C)C(=O)NC(c1ccccc1F)N2 (stereo unspecified) | x | -4.1% | 1.1% | 3.2% | -10.9% | 2.6% | 2.2% | u
C=C(C)c1cccc(C(C)(C)NC(=O)N2CCN(c3ccccc3OC)CC2)c1 | -12.2% | 4.0% | -0.8% | 2.8% | 9.2% | -1.2% | 3.8% | -7.6%
Cn1c(=O)[nH]c(=O)c2c1nc(Br)n2CCCO | 4.3%[15.4 µM] | 3.7% | -0.5% | 4.7% | 5.2% | -1.1% | -7.4% | -5.1%
COc1ccc(NC(=S)N2CCC(N(C)CCN3CCOCC3)CC2)cc1 | -0.5% | -4.6% | -0.3% | -9.2% | 6.5% | -10.7% | 0.0% | -1.6%
COc1ccccc1/C=C/C(=O)OCc1nc2ccccc2c(=O)[nH]1 | 14.2% | -0.4% | -4.4% | -13.9% | -4.0% | 3.5% | 39.1%[activator] | -1.4%
O=C(CSc1ncccn1)NC(=O)Nc1ccc2c(c1)OCCO2 | 12.5% | -3.6% | -1.1% | 1.0% | 9.0% | 4.0% | 4.3% | i
Cc1cccc(NC(=O)NNC(=O)c2c(Cl)c(C)nn2C)c1 | -1.9% | 6.4% | -2.9% | 4.0% | -5.1% | 3.7% | 7.9% | i
O=C(NCc1ccco1)c1ccc2nc3sc4c(c3c(=O)n2c1)CCCC4 | 11.4% | 9.3% | -4.2% | -13.7% | -2.9% | -5.5% | 13.4% | -12.0%
Cc1ccc(C)c(NC(=O)CSc2nnc(CSc3nc(C)cc(C)n3)n2Cc2ccco2)c1 | 1.7% | 2.3% | -0.2% | -4.3% | 11.1% | -4.0% | -5.0% | -0.4%
CC(=O)Nc1c(O)nc(SCC(=O)Nc2cccc(C)c2)[nH]c1=O | -28.8% | -2.5% | 0.4% | x | 4.5% | 3.5% | 1.9% | 1.4%
COc1ccc(CC(=O)NC(C)c2nnc(SCCC(=O)Nc3ccccc3)n2C)cc1 (stereo unspecified) | 5.5% | -4.2% | -5.0% | -1.8% | 24.3% | -5.9% | 6.4% | -0.5%
CCOC(=O)c1sc(N)c(C#N)c1CSc1nnc(C2CCCCC2)n1N | 0.1% | -0.5% | -0.1% | 5.4% | 5.1% | -2.1% | 8.0% | -7.0%
COc1ccc(NC(=O)CSc2c3c(nc4cc(Cl)ccc24)CCCC3)cc1OC | -7.9% | 1.7% | -3.1% | -14.8% | -2.7% | 1.1% | 15.3% | -4.0%
CCn1c(=O)c(C(=O)NCc2ccc(OC)cc2)c(O)c2ccccc21 | 0.7% | -7.8% | -0.3% | -6.7% | -1.4% | -15.5% | 6.3% | -4.1%
O=C(O)COc1ccccc1/C=N/NC(=O)CNC(=O)c1ccc(F)cc1 | x | 8.8% | -2.0% | x | 1.7% | -1.3% | 5.4% | -9.6%
CCn1c(/C=C\c2ccccc2C)nc2ccccc2c1=O | u | -3.1% | -3.4% | 13.6% | -15.2% | 5.6% | -10.9% | -1.5%
Nc1ccc(C(=O)Oc2ccc([N+](=O)[O-])cc2)c(O)c1 | -0.2% | -11.2% | -0.9% | 1.9% | -0.9% | 0.4% | 6.3% | -3.7%

Reprinted at random: four records from the list, in no set order.
SMILES | GAA inh | GAA spleen mod | TexasRed fluor | L3MBTL1 block | GAA glycogen | TRb SRC2 PPI | RGS12 GoLoco inh | RECQ1 helicase
COc1ccc(CC(=O)NC(C)c2nnc(SCCC(=O)Nc3ccccc3)n2C)cc1 (stereo unspecified) | 5.5% | -4.2% | -5.0% | -1.8% | 24.3% | -5.9% | 6.4% | -0.5%
CCn1c(=O)c(C(=O)NCc2ccc(OC)cc2)c(O)c2ccccc21 | 0.7% | -7.8% | -0.3% | -6.7% | -1.4% | -15.5% | 6.3% | -4.1%
CC(=O)Nc1c(O)nc(SCC(=O)Nc2cccc(C)c2)[nH]c1=O | -28.8% | -2.5% | 0.4% | x | 4.5% | 3.5% | 1.9% | 1.4%
O=C(O)COc1ccccc1/C=N/NC(=O)CNC(=O)c1ccc(F)cc1 | x | 8.8% | -2.0% | x | 1.7% | -1.3% | 5.4% | -9.6%
